All columns: NCI-60 one-dose screen, growth in % after 48 h at 10 µM unless noted; 100 = growth as untreated, 0 = no growth, -100 = all killed.
HOP-92 = HOP-92 NSCLC cells. hit rate 6.3% among 71,000. AID 1794738
MALME-3M = MALME-3M melanoma | hit rate 5.8% among 78,000
A549/ATCC = A549/ATCC NSCLC; hit rate 3.7% among 81,000
UACC-62 = UACC-62 melanoma; hit rate 5.4% among 81,000
M14 = M14 melanoma; hit rate 6.2% among 80,000; AID 1794745
UACC-257 = UACC-257 melanoma | hit rate 4.4% among 78,000
HOP-62 = HOP-62 NSCLC; hit rate 3.9% among 80,000
EKVX = EKVX NSCLC; hit rate 3% among 71,000
Numbers without * were called inactive; / = not tested or not shown; & = joins results of further samples; [ ] = remark or other dose. How the source made its calls: active means growth percent below 10; inactive means the rest.

no.	mol	M14	UACC-257	A549/ATCC	MALME-3M	EKVX	HOP-62	HOP-92	UACC-62
1	CCOC(=O)N1CCc2c(sc3nc(-c4ccccc4)nc(OCc4cn(C5OC(COC(C)=O)[C@H](OC(C)=O)[C@H](OC(C)=O)[C@@H]5OC(C)=O)nn4)c23)C1 (stereo partly drawn)	96	63	53	115	77	78	54	50
2	O=C(CCN1CCC2CCC(C2)C1)c1ccccc1 (stereo not drawn)	100&102	100&118	105&104	104	113&95	111&97	126&83	106&99
3	O=c1ccn(CCC(CO)CO)c(=O)[nH]1	109	88	94	178	92	97	94	94
4	C[C@H](N[C@@H](CCc1ccccc1)C(=O)O)C(=O)N1Cc2ccccc2C[C@H]1C(=O)O	111	99	99	117	108	/	104	113
5	COC(=O)c1ccccn1	104	100	98	104	/	103	102	98
6	N#Cc1c(-c2cccs2)cc(-c2ccncc2)[nH]c1=O	105	100	100	103	107	95	96	95
7	Nc1nc(N)c(N=Nc2ccc(S(=O)(=O)Nc3ncccn3)cc2)cc1N=Nc1ccccc1	114	97	93	98	/	91	/	110
8	CN(C)c1ccc2nc3ccc(=[N+](C)C)c([N+](=O)[O-])c-3sc2c1	9.9*	13	26	9.8*	25	64	39	34
9	O=C(Cn1c(=O)ccn(CCCCCCOc2ccc(Br)cc2)c1=O)Nc1ccc(Oc2ccccc2)cc1	66	/	53	66	50	65	55	46
10	CCOC(=O)CCC1(C(=O)OCC)Oc2ccc(Cl)cc2C1=O (stereo not drawn)	106	102	99	107	109	107	104	114

Two compounds from above, limited to UACC-62.
entry | smiles | UACC-62
8 | CN(C)c1ccc2nc3ccc(=[N+](C)C)c([N+](=O)[O-])c-3sc2c1 | 34
5 | COC(=O)c1ccccn1 | 98

Continuation.
no.	mol	M14	UACC-257	A549/ATCC	MALME-3M	EKVX	HOP-62	HOP-92	UACC-62
11	CCCCOc1ccc(Nc2nc3ccccc3nc2Nc2ccc(OCCCC)cc2)cc1	89	97	89	106	82	99	97	91
12	CN(C)CCCNc1c2ccccc2nc2ccccc12	98	104	96	100	/	88	180	105
13	CCCN(CCC)C1N=C(C)Nc2c1sc(=S)n2-c1ccc(OC)cc1OC (stereo not drawn)	98	84	83	122	87	81	84	66
14	CCN(CC)CCSC(=O)c1ccc([N+](=O)[O-])cc1	106	94	94	105	/	109	110	100
15	COc1ccc2c(c1)/C(=C\c1cn(C)c3ccccc13)C(=O)N2	114	110	98	112	91	106	88	104
16	COc1ccc(C(=O)/C=C/c2ccc(Oc3nc(Nc4ccc(F)cc4)nc(N(C)C)n3)c(OC)c2)cc1	65	43	65	79	76	100	57	41
17	Cc1cc(C)c(C#N)c(OCC2CCCO2)n1 (stereo not drawn)	121	/	97	104	/	98	95	106
18	COc1ccc(-c2c(C(=O)NS(=O)(=O)C3CC3)n(Cc3cccc(C(F)(F)F)c3)c3ccccc23)cc1	98	77	77	80	77	89	64	76
19	N#Cc1nc(-c2ccccc2)oc1N1CCOCC1	99	102	106	100	75	102	94	98
20	COC(=O)CC1CC2(C(=O)OC)c3[nH]c4ccccc4c3CCN2C1=O (stereo not drawn)	100	112	103	95	97	101	120	108
21	O=C1C=C(N2CCOCC2)C(=O)C=C1N1CCOCC1	109	107	110	127	97	96	104	108
22	Cc1[nH]c(C(=O)Nc2cc(S(C)(=O)=O)ccc2O)c2c1C(=O)CCCC2	102	/	100	102	99	103	88	97
23	Cc1cc(=O)oc2cc(OCCCCOc3ccc(/C=C/C(=O)Nc4cccc([N+](=O)[O-])c4)cc3)ccc12	103	102	89	81	104	100	111	87
24	N#Cc1c(-c2ccc(F)cc2)nc(SCc2ccc(F)cc2)[nH]c1=O	110	104	84	108	93	83	81	89
25	COC(=O)N1CCc2cc(OC)c(OC)cc2C1CC1(O)CCCCC1 (stereo not drawn)	90[100 µM]	77[100 µM]	75[100 µM]	90[100 µM]	/	102[100 µM]	49[100 µM]	61[100 µM]
26	COc1ccc(C2C(C#N)=C(N)Oc3cc(O)ccc32)cc1OC (stereo not drawn)	114	103	109	94	99	90	93	99
27	COc1ccc(/C=C\C(=O)/C=C/C=C/c2ccccc2)cc1	106	93	97	126	114	102	113	95
28	C=CCOC(=O)C1=C(C)NC2=C(C(=O)CC(C)(C)C2)C1CCC (stereo not drawn)	105	100	95	105	98	93	90	78
29	COc1ccccc1Nc1nnc(-c2ccccc2O)o1	109	96	84	110	101	94	101	90
30	CCC(=O)N(C)C1(C#N)CCCCC1	105	100	103	91	103	94	98	103
31	O=C(COc1cccc(/C=C2\COc3ccccc3C2=O)c1)Nc1nccs1	-78*	86	101	54	72	83	-3.5*	78
32	COc1cc2cc(Oc3ccc(NC(=O)Nc4ccc(F)c(C(F)(F)F)c4)cc3)c(C)nc2cc1OCCN1CCOCC1	17	12	13	23	16	24	-13*	34
33	COc1cc(/C=N\Nc2ccccc2[N+](=O)[O-])cc(OC)c1OC	108	101	83	101	104	97	102	102
34	O=C1CCC(=O)c2ccc3c4c(ccc1c24)CC3	96	106	100	121	104	106	82	97
35	CC(C)CCSc1nc(-c2ccc(F)cc2)c(C#N)c(N2CCOCC2)n1	103	87	75	100	99	100	/	63
36	C=CC(=O)NC(C)C	101	108	113	116	107	101	68	97
37	C#CCC[C@H](N)C(=O)O	100[20 µM]	102[20 µM]	104[20 µM]	95[20 µM]	102[20 µM]	102[20 µM]	91[20 µM]	92[20 µM]
38	c1ccc(-c2ccc(-c3nc4cnccn4c3NCCN3CCOCC3)cc2)cc1	93	99	88	93	93	73	84	91
39	COc1ccc(-n2c(C(=O)c3c[nH]c4ccccc34)n[nH]c2=S)cc1	105	102	99	105	95	87	77	82
40	COC(=O)C1=C(\O)CCCC/C=C\1C(=O)O	96	108	110	98	100	/	106	101

The last 5 entries of the section before lead into the next:
no.	mol	M14	UACC-257	A549/ATCC	MALME-3M	EKVX	HOP-62	HOP-92	UACC-62
36	C=CC(=O)NC(C)C	101	108	113	116	107	101	68	97
37	C#CCC[C@H](N)C(=O)O	100[20 µM]	102[20 µM]	104[20 µM]	95[20 µM]	102[20 µM]	102[20 µM]	91[20 µM]	92[20 µM]
38	c1ccc(-c2ccc(-c3nc4cnccn4c3NCCN3CCOCC3)cc2)cc1	93	99	88	93	93	73	84	91
39	COc1ccc(-n2c(C(=O)c3c[nH]c4ccccc34)n[nH]c2=S)cc1	105	102	99	105	95	87	77	82
40	COC(=O)C1=C(\O)CCCC/C=C\1C(=O)O	96	108	110	98	100	/	106	101
41	CCNC(=O)Oc1ccc(/C(=C(/C)c2ccc(OC)cc2)c2ccc(OCCN3CCCC3)cc2)cc1	79	71	87	58	82	95	63	98
42	C1CN(c2nc(N3CCOCC3)c3[nH]c(N4CCOCC4)nc3n2)CCO1	103	109	100	136	112	109	/	110
43	CC(=O)C(N=Nc1ccc(S(N)(=O)=O)cc1)C(=O)Nc1ccc(Cl)cc1 (stereo not drawn)	106	104	105	101	/	101	/	106
44	COc1ccc(-c2nn3c(CCC(=O)c4nc5ccccc5[nH]4)nnc3s2)cc1	107	105	102	107	88	97	/	95
45	OC1CC(c2ccccc2)C1(c1ccccc1)c1ccccc1 (stereo not drawn)	100	85	94	148	/	103	/	89
46	CC[C@]12C=CCN3CC[C@@]4(c5cc(NC(=O)CCC(=O)OCc6cn(Cc7ccc(F)cc7)nn6)c(OC)cc5N(C)[C@H]4[C@@](O)(C(=O)OC)[C@@H]1OC(C)=O)[C@@H]32	103	102	96	100	101	100	93	98
47	CCN1/C(=C/C=C/C=C/c2sc3ccccc3[n+]2CC)Sc2ccccc21	-82*	-58*	-65*	-33*	-32*	-29*	-28*	-75*
48	NCCCCn1c(SCCc2c[nH]c3ccccc23)nnc1-c1ccc2ccccc2n1	-90*	-90*	8.2*	-99*	-0.3*	-50*	-8.5*	-88*
49	CCCCCCCCCCCCCCCCCC(=O)Oc1ccc(OCc2ccccc2)cc1	115	110	105	106	/	101	/	119
50	COc1ccc(-c2cc(OC)c(OC)cc2-c2nc(-c3ccccc3)c(-c3ccccc3)n2Cc2ccccc2)cc1OC	48	61	37	45	44	89	45	44
51	O=C(Cc1ccccc1)NS(=O)(=O)c1ccccc1	97	99	96	/	100	105	123	100
52	CC1=CC(C)C(=O)N(C)C(C)=C1 (stereo not drawn)	117	104	100	120	118	96	109	106
53	CC(=C\c1ccccc1)/C=C1\C(=O)NC(=S)N1C=C1C(=O)NC(=O)NC1=O	102	91	78	/	99	98	111	92
54	NC(=O)c1ccc(Cl)cc1	96	92	97	120	114	98	92	101
55	Cc1c(C)c2ccc3c(c2oc1=O)N=C(c1ccccc1)CO3	101	/	97	109	/	102	77	108
56	N#Cc1ccc(/C=N/N=C2\C(=O)Nc3ccc(Br)cc32)cc1	/	113	103	109	84	97	101	90
57	COc1cc(-c2nc(C(=O)NCC(=O)O)nn2-c2ccc(Cl)cc2)cc(OC)c1OC	98	/	97	111	92	104	106	104
58	C=C1C(=O)O[C@H]2[C@H]1CC/C(COC(=O)/C=C\C(=O)NC)=C\CC[C@@]1(C)O[C@@H]21	/	106	104	105	101	105	107	95
59	C[C@@H]1CCCCCCCCC[C@H](O)C(=O)C[C@@H](SC[C@@H](O)C(=O)O)C(=O)O1	87	83	86	95	105	98	91	/
60	C[C@@H](C(=O)O)c1ccc2c3cc(Cl)ccc3n(Cc3cc(=O)oc4ccc(Cl)cc34)c2c1	100	104	102	89	97	103	108	/
61	CCCCCCCCCCNc1nc(N)nc(Nc2ccc(C)cc2)n1	99	80	77	105	99	84	59	89
62	Fc1ccc(/C=N/n2c(-c3cc(Cl)cc(Cl)c3Cl)nn(CNc3ccc(Cl)nn3)c2=S)cc1	86	98	99	103	104	82	50	87
63	COC(=O)C1(C)CC1(c1ccccc1)c1ccccc1 (stereo not drawn)	94	92	84	100	96	102	91	/
64	Cc1cn(C(C)C)c(=O)n(-c2ccccc2)c1=O	111&113	105&123	99&112	108	99&109	98&106	113	103&112
65	Cc1oc2ccccc2[n+]1CC(=O)c1ccccc1	71	107	89	117	101	108	101	82
66	CC(C)(C)Nc1c(-c2ccc(-c3ccccc3)cc2)nc2ncccn12	71	83	81	91	61	78	88	68
67	CCOc1ccc(-n2nc(C(=O)NCc3cccc(C)c3)nc2-c2cc(OC)c(OC)c(OC)c2)cc1	94	/	90	110	86	83	87	90
68	CCOc1ccccc1-c1cc(-c2cccc(Cl)c2)c(C#N)c(=O)[nH]1	77	99	83	75	98	74	82	72
69	O=C1/C(=C\c2ccc[nH]2)c2ccccc2N1c1ccccc1	109	110	96	103	48	106	96	77
70	CCCCn1sc(=O)n(Cc2ccc(CNC(=O)C(C)c3ccc(CC(C)C)cc3)cc2)c1=O (stereo not drawn)	90	77	96	102	98	/	73	100
71	O=C(/C=C/C(=O)Oc1c(Cl)cc(Cl)cc1[N+](=O)[O-])Oc1c(Cl)cc(Cl)cc1[N+](=O)[O-]	97	111	105	111	108	88	112	121
72	O=C(NCSC1=NCCS1)NCSC1=NCCS1	105	79	82	105	102	80	97	90
73	CN(C)c1ccc(/C=N/NC(=O)c2cnc3n(c2=O)CCCCC3)cc1	100	100	100	109	86	101	89	100
74	O=C(Nc1ccccc1F)Oc1cccc(OC(=O)Nc2ccccc2F)c1	159	126	120	96	97	139	/	93
75	CC(C(=O)c1cccs1)C(=O)C(F)(F)F (stereo not drawn)	118	96	107	112	100	102	/	91
76	C#CCN[C@@H]1CCc2ccccc21	92&104	106&103	99&100	97&112	97&111	99	90&105	106&105
77	CC1CN(CCCO)CCN1 (stereo not drawn)	97	/	105	94	92	96	85	93
78	O=C(OCc1ncc(-c2ccc(C(F)(F)F)cc2)c(NC2CCCCCC2)n1)c1c(F)c(F)c(F)c(F)c1F	44	35	49	-14*	/	84	6.3*	37
79	Cc1ccc(S(=O)(=O)NC(CC(=O)OCc2ccccc2)C(=O)OCc2ccccc2)cc1 (stereo not drawn)	111	100	97	110	/	116	89	100
80	O=C(NCc1cccnc1)C1=NOC(Cc2nc3ccccc3o2)C1 (stereo not drawn)	104	111	110	108	110	105	117	112
81	O=c1[nH]c2cc(Cl)ccc2nc1C1=C(O)c2ccccc2C1	103	103	109	100	93	94	112	95
82	Fc1ccc(-c2cc3nc(C(Cl)Cl)nc(-c4ccc(Cl)cc4)n3n2)cc1	22	39	-58*	37	6.0*	-26*	25	53
83	CO[C@@H]1[C@@H](OC)N(S(=O)(=O)c2ccc(Cl)cc2Cl)C(=O)N1S(=O)(=O)c1ccc(Cl)cc1Cl	94	101	99	91	102	67	33	96
84	NS(=O)(=O)c1ccc(NN=Nc2ccc(S(=O)(=O)O)cc2)cc1	107	96	101	/	107	100	109	105
85	CCOC(=O)c1n[nH]n2c1nc(=O)c1sc3ccccc3c12	111	104	106	116	103	104	88	95
86	Cn1cc(-c2cc3nc(-c4cn(C)c5ncc(Br)cc45)cc(N)n3n2)c2cc(Cl)ccc21	-87*	-83*	-75*	-92*	-71*	-78*	/	-96*
87	O=C(Cc1ccccc1[N+](=O)[O-])NCC1(c2cccc3c2OCO3)OCCO1	103	104	98	107	93	/	94	105
88	CCCCn1c(=O)[nH]c(N)c(C(c2ccc(Cl)cc2)c2c(N)[nH]c(=O)n(CCCC)c2=O)c1=O	35	41	40	69	49	59	55	41
89	COc1ccc(/C(C)=C(/c2ccc(O)cc2)c2ccc(OCCN(C)C)cc2)cc1	91	113	96	85	90	107	62	98
90	CCCOC(=O)N1CCCC1	107	107	109	112	123	126	101	108
91	COc1ccc(C2=CCCCCC2)cc1OC	123	98	97	103	101	91	113	98
92	F[Si]1(c2cccc(Br)c2)c2ccccc2-c2ccccc21	95	85	85	83	86	78	/	82

Source: PubChem BioAssay (NCI)
